STAT3 activator = increases IL-6 driven STAT3 reporter signal | 190,000 tested, 0.91% active | activation (% of control), % at 5.6 µM | AID 871 | U3A cells, IL-6 STAT3-luciferase reporter, luminescence; 100% = signal with IL-6 EC80 alone;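 active = activation above the screen-wide mean of compound activation plus 3 SD, cut at about 130% in these data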;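 note: 0% = background luminescence of wells with medium and substrate only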
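Assay system – human STAT1-deficient U3A cells with stable STAT3-luciferase reporter · Also added – IL-6 (33 ng/mL) · Schedule – compound 1 h, then IL-6 6 h at 37 °C · Technique – reporter luminescence signal · Evaluation – % activation versus median of IL-6-stimulated wells · Benchmarks – IL-6-only wells as 100% reference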
PPARg SRC2 recr = PPARgamma-driven SRC-2 recruitment agonism; P37231; PPARgamma LBD-SRC-2 recruitment, biochemical; activation, % at 8 µM; 200,000 tested, 0.34% active; AID 1032; in the data active = activation above about 22%;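 note: 0% = vehicle and 100% = reference agonist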
TLR4 MyD88 comp = inhibitors of human TLR4-MyD88 binding | inhibition, % at 8.4 µM | 200,000 tested, 0.18% active | O00206+Q99836 | HeLa CL3-4 TLR4/MyD88 BLA complementation, FRET ratio; in the data active = inhibition above about 25%;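 note: 0% = vehicle and 100% = reference inhibitor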
Target sequence (O00206 whole entry, looked up): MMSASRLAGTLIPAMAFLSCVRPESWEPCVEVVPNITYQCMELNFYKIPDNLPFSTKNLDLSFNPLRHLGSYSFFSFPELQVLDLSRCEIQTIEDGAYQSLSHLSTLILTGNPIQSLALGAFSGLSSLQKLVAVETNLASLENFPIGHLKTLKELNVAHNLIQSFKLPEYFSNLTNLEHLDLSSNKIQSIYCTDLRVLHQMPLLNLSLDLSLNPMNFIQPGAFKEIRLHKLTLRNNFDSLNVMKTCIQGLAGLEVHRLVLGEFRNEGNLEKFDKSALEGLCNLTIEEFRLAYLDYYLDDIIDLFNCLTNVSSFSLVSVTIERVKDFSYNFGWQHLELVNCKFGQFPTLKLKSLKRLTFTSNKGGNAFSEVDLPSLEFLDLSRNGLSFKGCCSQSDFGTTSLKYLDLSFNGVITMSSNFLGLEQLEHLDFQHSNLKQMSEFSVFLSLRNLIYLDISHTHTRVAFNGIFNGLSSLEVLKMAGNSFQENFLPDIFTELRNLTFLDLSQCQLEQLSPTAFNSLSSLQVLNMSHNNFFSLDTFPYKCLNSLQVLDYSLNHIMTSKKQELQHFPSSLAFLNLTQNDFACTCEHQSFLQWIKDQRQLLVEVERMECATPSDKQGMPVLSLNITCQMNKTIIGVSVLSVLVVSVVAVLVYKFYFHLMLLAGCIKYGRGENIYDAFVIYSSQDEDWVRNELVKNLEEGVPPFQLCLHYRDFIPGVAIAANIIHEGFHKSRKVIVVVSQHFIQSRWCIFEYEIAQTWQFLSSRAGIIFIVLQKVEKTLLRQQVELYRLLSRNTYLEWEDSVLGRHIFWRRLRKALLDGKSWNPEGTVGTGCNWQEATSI
Target sequence (Q99836 whole entry, looked up): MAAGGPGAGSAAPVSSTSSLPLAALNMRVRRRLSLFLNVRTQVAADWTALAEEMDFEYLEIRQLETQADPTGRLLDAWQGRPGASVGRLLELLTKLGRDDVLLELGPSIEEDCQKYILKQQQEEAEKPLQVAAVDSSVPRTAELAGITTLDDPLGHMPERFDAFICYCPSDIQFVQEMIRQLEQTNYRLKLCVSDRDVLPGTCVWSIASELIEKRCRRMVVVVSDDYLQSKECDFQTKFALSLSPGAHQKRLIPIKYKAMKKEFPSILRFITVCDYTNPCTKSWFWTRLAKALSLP
PPARg SRC-1 ag = promotes SRC-1 coactivator recruitment by human PPARgamma | PPARgamma-SRC-1 coactivator recruitment biochemical assay | activation, % at 8 µM | 200,000 tested, 0.41% active | AID 631; in the data active = activation above about 19%;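 note: 0% = DMSO and 100% = reference agonist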
PPARg SRC3 recr = PPARgamma-driven SRC-3 recruitment agonism; P37231; biochemical PPARgamma/SRC-3 coactivator recruitment assay; activation, % at 8 µM; 200,000 tested, 0.26% active; AID 731; in the data active = activation above about 23%;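 note: 0% = DMSO and 100% = reference agonist; some compounds past the cut are filed as inactive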
RAM network inh = blocks the yeast RAM network; S. cerevisiae dse1pr::URA3 reporter, 5-FOA growth OD615, 2 d; analog-sensitive cbk1-as2 kinase mutant strain; inhibition, % at 50 µM; 190,000 tested, 1.8% active;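 active = inhibition above a set limit, 3 SD over mean compound inhibition, cut at about 8.4% in these data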;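 note: 0% = DMSO-only wells with no growth and 100% = 10 µM 1-NA-PP1 full growth; inhibition rescues growth on 5-FOA so higher OD means more RAM inhibition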
ROMK primary = modulators of human ROMK potassium channel; Tet-inducible ROMK, thallium flux fluorescence; actives lie on both sides; 130,000 tested, 2% active; AID 1918; B-score at 10 µM;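 active = signal ratio slope over the read window, or its plate-corrected B-score, at least 3 SD from the plate mean, either direction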;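 note: B-score of the F/F0 ratio slope over 7 to 12 s after thallium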
S1P3 antag = blocks the human S1P3 receptor. Q99500. CHO S1P3 NFAT-BLA reporter, FRET fluorescence, antagonist mode. inhibition, % at 4.98 µM. 170,000 tested, 0.27% active. AID 485;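 active = inhibition above the plate cutoff, the mean inhibition of test wells on that plate plus 3 SD, cut at about 28% in these data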;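 note: cells challenged with S1P at its EC80 of 0.8 µM; blue over green emission ratio from cleaved BLA substrate after 4 h stimulation; 0% = S1P-stimulated wells and 100% = unstimulated DMSO-only wells; some compounds past the cut are filed as inactive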
TR-FRET SRC-2 ct = TR-FRET artefact, counter-screen to PPARgamma/SRC-2 agonist assay | hits give high values | TR-FRET ratio at 8 µM | 200,000 tested, 0.4% active | AID 1049; in the data active = TR-FRET ratio above about 2000; note: inactives centre near 1500
STAT3 inh = STAT3 signaling inhibition; 190,000 tested, 0.89% active; inhibition, % at 5.5 µM; U3A cells, IL-6 STAT3-luciferase reporter, luminescence; host cell line lacks STAT1;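 active = inhibition above the mean inhibition across all screened compounds plus 3 SD, cut at about 44% in these data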;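 note: 0% = DMSO only wells and 100% = 100 µM nifuroxazide control wells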
STAT1 inh = STAT1 signaling inhibition | NIH 3T3 STAT1-luciferase reporter, IFN-gamma, luminescence | inhibition, % at 5.5 µM | 200,000 tested, 0.35% active;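 active = inhibition above a set limit, the mean inhibition across all tested compounds plus 3 SD, cut at about 34% in these data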;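 note: 0% = IFN-gamma with DMSO and 100% = IFN-gamma with 300 µM nifuroxazide; values of inactives mirror those of a sister screen read the other way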
Active calls of the source: *; . = not tested or not shown.

SMILES	STAT3 activator	PPARg SRC2 recr	TLR4 MyD88 comp	PPARg SRC-1 ag	PPARg SRC3 recr	RAM network inh	ROMK primary	S1P3 antag	TR-FRET SRC-2 ct	STAT3 inh	STAT1 inh
N#Cc1nc(Cc2ccccc2)oc1NCCc1ccccc1	114	15	10	5	13	2.3	.	6	1603	-13	-18
Cc1ccc2nc(NC(=O)C3CCN(S(=O)(=O)c4cccc5nsnc45)CC3)sc2c1	92	2	3	2	-4	3.8	.	-18	1723	5	-10
COCCn1c(C(C)C)nc2oc3ccccc3c(=O)c2c1=O	101	3	13	4	4	-0.1	-0.024	16	1781	4	4
CCOc1ccc(NC(=O)[C@@H](NC(=O)OCc2ccccc2)[C@@H](C)CC)cc1	95	-1	-14	-1	-2	6.0	0.035	11	1600	6	2
COc1ccc(NC(C)=O)cc1NC(=O)CCn1c(=O)sc2ccccc21	104	-3	-4	7	-1	1.5	0.19	-6	1661	-2	-2
Cn1c(=O)c2c(nc(N3CCOCC3)n2CCCNC2=NCCC2)n(C)c1=O	101	2	3	-4	-4	2.3	.	25	1482	3	-5
C=CCc1cc(Cl)ccc1OCCOCCNCCOC	99	-1	-7	4	-1	0.7	-0.2	0	1591	-2	3
N#Cc1ccc(/C=C\c2nccc3c2[nH]c2ccccc23)cc1	157*	6	33*	15	5	0.1	0.15	13	1510	-62	-24
CC(=O)c1c(C)[n+]([O-])c2ccc3c(non3O)c12	101	7	0	7	-1	3.2	-1.7	-18	1981*	0	-2
COc1cc(NC(=O)c2cccs2)c(C(=O)OCC(=O)c2cc(C)n(-c3ccc(F)cc3)c2C)cc1OC	99	-1	-7	-4	2	2.6	.	0	1543	1	-1
C=CCCCCc1nc2ccccc2c(=O)n1N	97	-1	1	9	3	0.8	0.31	6	1510	8	-5
COc1ccccc1C(=O)NCC(=O)N/N=C/c1ccc([N+](=O)[O-])cc1	81	-4	-7	-2	-7	-0.1	2.2	-3	1405	25	-6

With a hit mark in STAT3 activator (from the list above):
structure	STAT3 activator	PPARg SRC2 recr	TLR4 MyD88 comp	PPARg SRC-1 ag	PPARg SRC3 recr	RAM network inh	ROMK primary	S1P3 antag	STAT1 inh
N#Cc1ccc(/C=C\c2nccc3c2[nH]c2ccccc23)cc1	157*	6	33*	15	5	0.1	0.15	13	-24

The results go on.
SMILES	STAT3 activator	PPARg SRC2 recr	TLR4 MyD88 comp	PPARg SRC-1 ag	PPARg SRC3 recr	RAM network inh	ROMK primary	S1P3 antag	TR-FRET SRC-2 ct	STAT3 inh	STAT1 inh
CCOC(=O)C1=C(c2ccccc2)NC(=O)NC1c1cc(Br)c(O)c(OC)c1 (stereo not drawn)	101	2	12	6	1	2.2	-1.3	-19	1605	3	10
O=C(Cn1cc(C(=S)N2CCOCC2)c2ccccc21)N1CCOCC1	109	6	2	2	12	1.7	.	-22	1434	-11	-4
C/C(=C/c1ccccc1)C(=O)N1CC(C)OC(C)C1 (stereo not drawn)	102	3	6	5	0	0.6	-0.32	-1	1558	2	-8
S=C(Nc1ccccc1Cl)N(CCCN1CCOCC1)Cc1ccccn1	103	3	-10	-2	5	1.6	-0.13	-10	1464	9	-3
O=C(NN1C(=O)C2C3C=CC(C4CC34)C2C1=O)c1ccc(Cl)cc1 (stereo not drawn)	94	16	-4	2	8	-0.4	.	.	1606	17	15
O=C(Nc1ccc2c(c1)OCCO2)C1CCN(c2nnnn2-c2ccccc2)CC1	89	11	-8	5	1	-0.3	-0.72	-25	1793	19	7
Cc1cc(/C=N/NC(=O)c2cccs2)c(C)n1-c1cnccn1	113	4	-11	7	4	0.1	1.6	-3	1636	-9	-54
O=C(COC(=O)/C=C/c1ccc(F)cc1)Nc1ccccc1-c1ccccc1	98	-2	2	-6	-2	8.2	-0.57	-9	1389	6	5
O=c1[nH]c2cc3c(cc2cc1CN(Cc1ccccc1)Cc1nnnn1Cc1ccco1)OCCO3	101	5	3	4	1	2.0	.	-19	1552	4	-9
O=C1C=C(NCc2ccccc2)CCC1	97	11	8	1	5	0.8	.	-13	1460	3	3
CCC(C(=O)Nc1ncccn1)(C(F)(F)F)C(F)(F)F	92	5	-8	1	13	0.1	.	-25	1619	12	4
CC(=O)N(C)C1(c2nnnn2CCOC(=O)Nc2ccc(Cl)cc2)CCCCC1	100	5	18	-4	2	2.6	.	-12	1632	4	-1
Cn1c(Sc2ccc(Br)cc2)c(C=O)c2ccccc21	157*	3	3	16	5	10*	.	.	1600	-49	16
CCC(=O)NC(c1ccc(OC)cc1)c1cc(Cl)c2cccnc2c1O (stereo not drawn)	104	-5	-13	-2	-6	3.9	1.3	-6	1482	1	8
Cc1cc(/C=C2/NC(=O)N(Cc3ccccc3F)C2=O)c(C)n1-c1ccccn1	131	6	2	5	12	4.1	0.26	11	1631	-30	2
Clc1ccc(-c2nc(N3CCCCC3)nc3ccccc23)cc1	104	1	14	5	0	6.0	0.017	.	1530	-3	-3
COCCCNC(=O)c1ccccc1Sc1ccc(NC(C)=O)nc1	101	-10	0	-2	-2	-1.5	0.087	-3	1440	0	6
Nc1nc(Cl)cc(N2CCCC2)n1	107	11	-8	8	4	2.0	-0.039	-4	1588	-1	4
CN(CCCNC(=O)c1cc2c(Cl)nc3ccccc3c2s1)Cc1ccccc1	103	2	7	-1	1	0.3	-2.7	-1	1395	3	-11
CCCn1c(SCC(=O)N2CCCCC2)nnc1-c1ccco1	100	1	-4	7	-1	-0.1	.	15	1689	5	8
CN1C(=O)CSC1=NCC12CC3CC(CC(C3)C1)C2	103	10	9	-3	3	1.2	.	.	1588	-2	5
COc1ccccc1/C=C/C1(C(=O)NC2CCCC2)CC(=O)N1c1ccc(F)cc1 (stereo not drawn)	100	11	0	0	16	2.1	-2.7	.	1574	3	11
COc1ccccc1CN1C(=S)SC(C)(C)C1NO (stereo not drawn)	94	9	-5	5	7	1.8	.	-40	1374	12	5
Cc1ccccc1COc1ccc(/C=C(\C#N)C(N)=O)cc1	107	-14	-3	-5	0	0.5	0.075	-21	1444	2	-12
Cc1cccc(NC(=O)/C(=C\c2ccco2)NC(=O)c2ccccc2)c1	99	14	-5	5	10	1.8	-0.14	.	1348	-1	7
N#Cc1nc(COc2ccc(Cl)cc2)oc1N1CCCC1	86	2	-3	6	-11	3.0	0.46	-2	1489	18	7
C/C(=N\O)C(=O)NCc1ccncc1	106	4	-5	2	0	0.5	0.1	5	1345	-6	-4
C=COCCn1c(-c2nonc2N)nc2ccccc21	108	7	-4	5	4	1.3	.	4	1514	-3	-3
CN(CC1COc2ccccc2O1)C(=S)Nc1ccccc1F (stereo not drawn)	96	7	-3	10	0	2.9	.	-9	1599	7	-3
Brc1ccc(-c2cn3nc4c(nc3n2)CCCC4)cc1	38	9	8	-2	-9	3.2	-1.8	.	1414	77*	30
O=c1c2cnn(-c3ccccc3)c2nc(-c2ccco2)n1-c1ccccc1	78	10	6	-1	6	4.1	.	.	1611	30	-4
Cc1ccc(N2CCN(C(=O)CNS(=O)(=O)c3ccc(Br)s3)CC2C)cc1 (stereo not drawn)	99	0	-1	-4	0	3.1	.	1	1674	5	4
CCSc1nnc(NC(=O)CSc2nc3c(c(=O)n2-c2ccccc2)SCC3)s1	104	7	-13	-3	-6	1.5	.	.	1676	-2	-6
CCCCc1ccc(C2C(C#N)=C(N)SC(N)=C2C#N)s1	91	4	-11	21*	8	4.2	.	-3	1742	15	-1
CC1(C)Cc2ccccc2-c2nnc(-c3ccccc3)n21	89	2	-9	-4	2	1.8	.	-31	1388	17	2
O=C(Oc1ccccc1C(=O)N1CCOCC1)c1ccc(Br)cc1	104	2	0	2	4	-1.2	0.14	.	1482	-4	7
COc1ccc(OC)c2[nH]c(=O)c(CCNC(=O)c3ccc(S(=O)(=O)N(C)C)cc3)cc12	92	1	11	-1	-3	2.0	.	-3	1654	12	8
O=C(Nc1cc(N2CCOCC2)ncn1)NC1(C(F)(F)F)Oc2ccccc2O1	101	12	-24	3	7	-0.8	.	.	1614	1	-7
c1ccc(-n2c(Cc3cn4ccsc4n3)nnc2N2CCOCC2)cc1	111	5	-5	-2	-4	-0.8	.	-12	1548	-6	-2
COc1cc(C2C(C#N)=C(N)OC3=C2C(=O)CC(C)(C)C3)c([N+](=O)[O-])cc1OC (stereo not drawn)	111	2	-3	7	-7	1.2	.	.	1654	-1	4
CCN(CC)c1ccc(/C=C(\C#N)C(N)=O)cc1	103	-1	7	11	5	0.7	-0.2	-6	1607	2	-24
CCn1nnnc1SCC(=O)NC1CCCC1	108	0	8	-7	3	-0.3	.	.	1491	-4	-2
C/C(=N\NC(=O)CN1CCOCC1)C(C)(C)C	103	4	3	5	1	0.9	.	.	1506	6	8
Cn1c(=O)c(C(=O)CN2CCN(S(=O)(=O)c3ccccc3)CC2)c(N)n(Cc2ccccc2)c1=O	95	-2	1	-4	-5	0.4	0.92	-6	1645	4	3
Cc1ccc(OCC(=O)Nn2cnc3ccccc32)cc1	98	13	-8	8	-3	-0.9	.	.	1731	5	-4
O=C(C[n+]1ccc2ccccc2c1)c1ccc(NC(=O)c2ccccc2)cc1	98	4	-3	-8	1	0.8	-0.3	-40	1496	6	0
CC(C)CCn1c(Oc2ccc(Cl)cc2)nc2c1c(=O)n(C)c(=O)n2C	99	3	4	5	4	3.5	-1.1	.	1563	1	-1
O=c1[nH]c(CN2CCN(Cc3ccc4c(c3)OCO4)CC2)nc2ccccc12	100	-7	-5	5	-13	-0.1	1.3	4	1560	4	3
Cc1cc(NC(=O)c2cc3ccccc3o2)cc(C)c1OCC(=O)N1CCOCC1	100	3	-16	2	-3	1.6	-0.037	15	1808	1	-13
Cc1ccc2nc(-c3ccccc3)cc(C(=O)N3CCc4ccccc4C3)c2c1	118	2	1	-1	7	3.8	.	.	1576	-22	2
O=C(CSc1ccc(-c2ccco2)nn1)NCc1ccc(F)cc1	105	9	8	1	0	2.2	.	-23	1704	-4	5
COc1cccc(C(=O)NC2=NCCS2)c1OC	106	3	-13	3	-4	1.4	0.27	7	1485	-5	-13
O=C(NCc1ccccn1)c1ccc(-c2ccccc2)cc1	108	-7	-9	-3	-5	0.0	0.034	-14	1570	-4	-31
Cc1ccc(-c2cc(C(=O)Nc3cc(C)ccc3C)[nH]n2)c(O)c1	88	-2	4	3	-5	4.4	.	-1	1417	17	7
O=C(/C=C\c1ccccc1)Nc1nccs1	81	-2	1	2	-1	1.7	.	.	1531	25	-19
CC(C)OP(=O)(OC(C)C)C(Nc1ccccc1)c1ccc2c(c1)OCO2 (stereo not drawn)	98	3	4	0	0	2.1	.	-2	1906	2	8
